# Source: PubChem (several laboratories)
# Hsp70 act = Hsp70 transcriptional activators, primary screen, cell-based, HeLa, Hsp70 promoter luciferase, luminescence, 10 µM; HeLa Hsp70 promoter luciferase reporter; scaled: vehicle 0, proteasome-inhibitor control 100%; activation, % at 10 µM; 0.04% of 200,000 active; AID 1203, 2008;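 active = activation above the mean across all tested compounds plus 3 SD, cutoff set per campaign, cut at about 5.5% in these data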;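 note: 100% = MG132 at 30 µM as the positive control and 0% = DMSO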
# STAT3 blocker = IL-6 driven STAT3 reporter inhibitors, primary screen, U3A cells, luciferase, luminescence, MLSCN library; IL-6 STAT3-luciferase reporter; host cell line lacks STAT1; inhibition, % at 5.5 µM; 0.89% of 190,000 active; AID 862, 2007;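 active = inhibition above the mean inhibition across all screened compounds plus 3 SD, cut at about 44% in these data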;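 note: 0% = DMSO only wells and 100% = 100 µM nifuroxazide control wells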
# Diaph inh CS = diaphorase inhibitors and chemical oxidizers, primary screen, counter-screen for diaphorase-coupled primary assays, biochemical, uHTS, resorufin fluorescence. diaphorase resazurin-to-resorufin fluorescence, NADH, 16 min; bacterial (C. kluyveri) enzyme, not human. inhibition, % at 20 µM. AID 1217, 2008. 0.69% of 190,000 active;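 active = primary screen inhibition at 20 µM above a set limit, cut at about 50% in these data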;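 note: plate controls were DMSO with full reaction for no effect and wells lacking NADH for full effect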
#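 controls = No-NADH positive control and DMSO neutral control | system = Clostridium kluyveri diaphorase enzyme | timing = reaction incubation of 16 min at room temperature | signal = resorufin fluorescence 544/590 nm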
# STAT1 inh = STAT1 signaling inhibitors, primary screen, cell-based, HTS, luciferase reporter; AID 920, 2007; NIH 3T3 STAT1-luciferase reporter, IFN-gamma, luminescence; inhibition, % at 5.5 µM; 0.35% of 200,000 active;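 active = inhibition above a set limit, the mean inhibition across all tested compounds plus 3 SD, cut at about 34% in these data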;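 note: 0% = IFN-gamma with DMSO and 100% = IFN-gamma with 300 µM nifuroxazide; values of inactives mirror those of a sister screen read the other way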
# TLR4 MyD88 comp = inhibitors of TLR4-MyD88 association in cells, primary screen, cell-based, HeLa CL3-4, BLA complementation, FRET ratio. Toll-like receptor 4 (Homo sapiens) + Myeloid differentiation primary response protein …. HeLa CL3-4 TLR4/MyD88 BLA complementation. inhibition, % at 8.4 µM. 0.18% of 200,000 active; in the data active = inhibition above about 25%;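 note: 0% = vehicle and 100% = reference inhibitor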
# Target sequence (O00206 whole entry, looked up): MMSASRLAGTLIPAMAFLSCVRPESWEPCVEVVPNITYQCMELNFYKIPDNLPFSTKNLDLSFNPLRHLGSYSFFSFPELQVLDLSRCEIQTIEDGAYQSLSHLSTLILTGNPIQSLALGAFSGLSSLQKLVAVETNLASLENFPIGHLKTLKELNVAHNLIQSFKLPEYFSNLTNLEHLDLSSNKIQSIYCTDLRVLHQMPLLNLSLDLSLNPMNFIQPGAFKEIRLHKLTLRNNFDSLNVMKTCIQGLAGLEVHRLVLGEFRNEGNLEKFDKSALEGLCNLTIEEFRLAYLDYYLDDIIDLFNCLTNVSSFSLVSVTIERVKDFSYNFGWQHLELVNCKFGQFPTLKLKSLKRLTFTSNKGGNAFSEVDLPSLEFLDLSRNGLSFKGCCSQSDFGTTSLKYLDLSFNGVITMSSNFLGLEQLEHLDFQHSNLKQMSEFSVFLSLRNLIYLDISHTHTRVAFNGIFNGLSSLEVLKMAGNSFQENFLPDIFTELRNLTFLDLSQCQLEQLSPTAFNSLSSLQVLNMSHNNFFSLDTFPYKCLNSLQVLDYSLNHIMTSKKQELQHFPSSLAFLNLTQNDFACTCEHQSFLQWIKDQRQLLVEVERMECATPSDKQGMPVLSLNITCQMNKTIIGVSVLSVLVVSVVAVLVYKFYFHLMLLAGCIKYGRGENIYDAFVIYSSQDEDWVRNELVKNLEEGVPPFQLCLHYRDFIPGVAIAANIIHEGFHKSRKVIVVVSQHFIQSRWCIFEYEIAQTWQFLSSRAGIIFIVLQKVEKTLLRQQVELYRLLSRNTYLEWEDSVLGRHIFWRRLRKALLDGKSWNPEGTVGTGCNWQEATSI
# Target sequence (Q99836 whole entry, looked up): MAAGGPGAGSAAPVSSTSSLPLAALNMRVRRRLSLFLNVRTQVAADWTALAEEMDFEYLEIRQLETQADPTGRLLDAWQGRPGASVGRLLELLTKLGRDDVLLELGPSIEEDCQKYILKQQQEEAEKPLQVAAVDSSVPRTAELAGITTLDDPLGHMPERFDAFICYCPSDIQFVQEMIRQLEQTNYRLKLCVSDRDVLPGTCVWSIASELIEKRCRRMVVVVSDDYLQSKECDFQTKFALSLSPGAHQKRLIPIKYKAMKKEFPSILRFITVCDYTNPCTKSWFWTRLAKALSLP
# STAT1 act = STAT1 signaling activators, primary screen, cell-based, HTS, luciferase reporter; NIH 3T3 STAT1-luciferase reporter, IFN-gamma, luminescence; 100% = IFN-gamma alone, no compound; activation (% of control), % at 5.5 µM; 2.6% of 200,000 active; AID 932, 2007;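 active = activation above the screen-wide mean activation plus 3 SD, cut at about 130% in these data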;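 note: raw ratio to IFN-gamma control signal so 100% means no change and 0% no light; values of inactives mirror those of a sister screen read the other way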
# Diaph act CS = compounds boosting diaphorase resazurin reduction – biochemical, uHTS, resorufin fluorescence, counter-screen for diaphorase-coupled primary assays, primary screen; Diaphorase/resazurin coupled assay, 16 min; stronger effect = higher value; 1 = vehicle wells, 0 = NADH-free wells; activation factor at 20 µM; 0.005% of 190,000 active; AID 1229, 2008;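 active = diaphorase activity raised at least twofold by the compound at 20 µM; inactive = activation factor below 2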
#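 Material: purified diaphorase enzyme from Clostridium kluyveri / Medium: HEPES pH 7.4 buffer with MgCl2 and Tween 20 / Schedule: enzyme reaction of 16 min at room temperature / Measured by: resorufin fluorescence, excitation 544 nm, emission 590 nm / Evaluation: rise in resorufin formation, marking diaphorase activation or chemical reduction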
# G6PDH counter = L. mesenteroides G6PDH inhibitors, counter-screen for G6PDH-coupled screening assays, biochemical, Leuconostoc mesenteroides enzyme | Purified L. mesenteroides G6PDH, diaphorase/resazurin coupled fluorescence, 45 min | inhibition, % at 5 µM | 0.12% of 200,000 active | AID 1020, 2008; in the data active = inhibition above about 50%
# STAT3 act = IL-6 driven STAT3 reporter potentiators, primary screen, U3A cells, luciferase, luminescence, MLSCN library | activation (% of control), % at 5.6 µM | AID 871, 2007 | IL-6 STAT3-luciferase reporter; 100% = signal with IL-6 EC80 alone | 0.91% of 190,000 active;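 active = activation above the screen-wide mean of compound activation plus 3 SD, cut at about 130% in these data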;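 note: 0% = background luminescence of wells with medium and substrate only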
#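 Test system: Human STAT1-deficient U3A cells with stable STAT3-luciferase reporter | Also added: Interleukin-6, 33 ng/mL | Timing: Compound pre-incubation 1 h before IL-6, then 6 h stimulation at 37 °C | Technique: Luciferase reporter luminescence | Read-out: Percent of IL-6-only median luminescence | Benchmarks: IL-6-only wells as 100% reference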
# APP transl inh = inhibitors of APP translation via 5'UTR reporter, primary screen, APP 5'UTR luciferase, SH-SY5Y cells | SH-SY5Y APP 5'UTR-luciferase reporter, luminescence | inhibition, % at 2 µM | 0.82% of 190,000 active;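 active = inhibition above a set limit, derived from the sample mean plus 3 SD, cut at about 45% in these data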; note: values of inactives mirror those of a sister screen read the other way
# The depositor's hits bear a star; . = not tested or not shown.
1) Cc1ccc(-n2c(=O)cc(N3CCN(Cc4ccccc4)CC3)[nH]c2=O)cc1
2) CN(C)S(=O)(=O)c1cccc(C(=O)N(Cc2ccc(F)cc2)Cc2ccco2)c1
3) COc1ccc(C(c2nnnn2CCc2ccccc2)N2CCN(C)CC2)cc1OC (centres undefined)
4) O=C1CCCN1CN(C(=O)c1ccccc1)c1ccc(F)cc1
5) COc1ccc(CN(C)C(C)C(=O)Nc2ccc([N+](=O)[O-])cc2Cl)cc1OC (centres undefined)
6) O=C(Nc1ccccc1F)c1ccc(CNS(=O)(=O)c2cccc(C(F)(F)F)c2)cc1
7) O=C(/C=C/c1cn(-c2ccccc2)nc1-c1cccnc1)c1ccco1
8) COc1ccc(CNC(=O)COC(=O)c2cc(-c3ccc(Cl)s3)nc3ccccc23)cc1
9) CCOc1ccc(C2C(=O)N(C3CCCCC3)CC(=O)N2CC2CCCO2)cc1OC (centres undefined)
10) Cc1ccc(SCC(=O)NC(C)(C)C)cc1

screen / no.,1,2,3,4,5,6,7,8,9,10
Hsp70 act,-0.3,-0.3,-0.4,-0.2,-0.4,-0.3,1.4,0.2,-0.1,-0.1
STAT3 blocker,13,3,2,0,3,2,14,33,8,-13
Diaph inh CS,15,7,6,10,13,5,14,6,5,8
STAT1 inh,8,8,-3,-3,7,-1,10,3,-2,-18
TLR4 MyD88 comp,3,3,12,4,-6,-7,11,2,-4,-10
STAT1 act,93,97,104,103,94,101,89,97,102,116
Diaph act CS,0.9,0.9,0.9,0.9,0.9,0.9,0.9,0.9,0.9,0.9
G6PDH counter,-7,-3,-1,0,-17,8,0,5,3,14
STAT3 act,96,101,104,105,97,98,91,76,98,111
APP transl inh,-9,14,-9,6,-1,2,5,-15,-11,-7

11) CCOC(=O)C1=C(C)NC(=O)NC1c1ccc(Cl)cc1Cl (centres undefined)
12) CCCCN1C(=O)C2NN=C(C(=O)OC)C2C1=O (centres undefined)
13) CC1=NN(c2nc(-c3ccc(C#N)cc3)cs2)C(=O)C1
14) O=C(CCC(=O)Nc1ccc(F)cc1)N/N=C/c1ccccc1O
15) COCC(=O)Nc1c(C(=O)Nc2cccc(OC)c2)oc2ccccc12
16) CC(=O)C(Sc1ncnc2c1nnn2-c1ccc(F)cc1)C(=O)N(C)C (centres undefined)
17) C[C@@H]1CC[C@]2(O[C@@H](CCO)C[C@H](O)[C@H]2O)O1
18) CCOC(=O)c1sc(NC(=O)CSc2ccccn2)c(C#N)c1C
19) Cc1ccc(CNS(=O)(=O)c2ccc3c(c2)OCCO3)cc1
20) Cc1ccc(C)c(S(=O)(=O)N2CCNCC2)c1

screen / no.,11,12,13,14,15,16,17,18,19,20
Hsp70 act,-0.6,-0.1,-0.3,-0.3,-0.2,-0.2,0.0,-0.2,0.1,-0.1
STAT3 blocker,4,0,7,3,11,6,5,6,6,2
Diaph inh CS,21,-3,-1,8,6,13,-3,9,13,3
STAT1 inh,0,3,-13,-1,-29,-6,-3,-3,-1,-7
TLR4 MyD88 comp,3,-6,6,2,5,9,0,1,6,1
STAT1 act,100,97,113,101,126,107,103,104,101,104
Diaph act CS,0.8,1,1,0.9,0.9,0.9,1,0.9,0.9,1
G6PDH counter,13,18,1,2,-35,5,8,0,3,16
STAT3 act,99,101,96,101,94,101,93,96,98,102
APP transl inh,-17,-14,-1,15,-116,-4,-1,-2,-16,-6

# Retrieved one by one from the entries so far (2):
6) O=C(Nc1ccccc1F)c1ccc(CNS(=O)(=O)c2cccc(C(F)(F)F)c2)cc1
13) CC1=NN(c2nc(-c3ccc(C#N)cc3)cs2)C(=O)C1

screen / no.,6,13
Hsp70 act,-0.3,-0.3
STAT3 blocker,2,7
Diaph inh CS,5,-1
STAT1 inh,-1,-13
TLR4 MyD88 comp,-7,6
STAT1 act,101,113
Diaph act CS,0.9,1
G6PDH counter,8,1
STAT3 act,98,96
APP transl inh,2,-1

# Next results.
21) CC(C)(C)C(=O)Cn1ncc(N2CCOCC2)c(Br)c1=O
22) O=C(Nc1ccc2c(c1)C(=O)N(C1CCCCC1)C2=O)C1CCCO1 (centres undefined)
23) COc1ccc(Cl)cc1NC(=O)CNc1ccccc1CN(C)C1CCCCC1
24) COCCn1c(SCC(=O)Nc2cccc(C(=O)OC)c2)nc2ccccc2c1=O
25) CC(=O)c1ccc(Nc2c(C)n(C)n(-c3ccccc3)c2=O)cc1
26) Cc1cc(Br)cc(C)c1NC(=S)NC(=O)CC(C)C
27) CC1=C(C)CC(C(=O)NNC(=O)c2csc3c2CCC(C(C)(C)C)C3)C(C(=O)O)C1 (centres undefined)
28) CC(C)CCNC(=O)Cn1c(=O)oc2cc(S(=O)(=O)N3CC(C)CC(C)C3)ccc21 (centres undefined)
29) CCN(CC)CCN(Cc1cc2ccc(C)cc2[nH]c1=O)C(=S)Nc1ccccc1C(=O)OC
30) Cc1noc(C)c1CN1C(=O)NC(Cc2ccccc2)(Cc2ccccc2)C1=O

screen / no.,21,22,23,24,25,26,27,28,29,30
Hsp70 act,-0.1,-0.1,-0.1,0.3,-0.2,-0.2,-0.4,-0.1,0.0,-0.1
STAT3 blocker,3,2,-23,12,3,8,-6,7,11,5
Diaph inh CS,11,15,12,8,5,14,19,2,.,8
STAT1 inh,-17,-12,6,8,7,2,2,1,-1,3
TLR4 MyD88 comp,-6,-6,-13,-10,3,-3,-3,4,-11,0
STAT1 act,114,111,94,93,92,98,98,99,101,97
Diaph act CS,0.9,0.9,0.9,0.9,1,0.9,0.8,1,.,0.9
G6PDH counter,12,6,0,3,11,-2,-2,-1,14,-4
STAT3 act,107,101,121,94,99,96,106,102,97,101
APP transl inh,-4,-8,5,12,-6,11,-8,6,3,-6

31) COc1cc(Cl)c(C)cc1NC(=O)COC(=O)c1cc(SC)ccc1Cl
32) O=C(COC(=O)c1ccccc1C(=O)N1CCN(c2ccccc2)CC1)Nc1ccccc1
33) Cc1c(N=Cc2ccco2)c(=O)n(-c2ccccc2)n1C
34) CN(CC(=O)Nc1ccc(N2CCOCC2)cc1)CC(=O)Nc1ccccc1[N+](=O)[O-]
35) Cc1cc(-c2ccccc2)nc(N/N=C/c2ccco2)n1
36) CCOC(=O)/C(C#N)=C/C1=C(N2CCCC2)CC(C)(CC)OC1 (centres undefined)
37) Cc1ccc(SCc2cc(=O)[nH]c(/N=C(\N)Nc3ccccc3Sc3ccccc3)n2)cc1
38) COc1ccc(NC(=O)COC(=O)Cn2c(C)nc3ccccc32)cc1OC
39) CCCc1nnc(SCC(=O)N2CCCCC2)n1CC1CCCO1 (centres undefined)
40) CC(C)(C)P(=O)(CO)c1ccccc1 (centres undefined)

screen / no.,31,32,33,34,35,36,37,38,39,40
Hsp70 act,-0.5,0.0,-0.2,-0.1,-0.1,-0.2,0.2,0.2,-0.4,-0.1
STAT3 blocker,1,-4,12,0,19,-10,1,3,4,14
Diaph inh CS,22,19,8,6,12,10,3,11,1,3
STAT1 inh,-4,0,1,-4,-6,-6,-4,2,-6,3
TLR4 MyD88 comp,-19,-1,-3,-13,3,-13,-17,10,2,-3
STAT1 act,104,100,98,103,106,99,104,98,106,98
Diaph act CS,0.8,0.8,0.9,0.9,0.9,0.9,1,0.9,1,1
G6PDH counter,-25,2,1,5,14,1,-2,2,14,2
STAT3 act,104,111,95,98,89,108,95,101,100,96
APP transl inh,7,-3,13,14,.,9,1,-11,9,16

41) Cc1cc(C)cc(NC(=S)NCc2cccn2C)c1
42) CC(=O)Nc1ccc(Nc2nc3c(S(=O)(=O)c4ccc(C)c(C)c4)nnn3c3ccccc23)cc1
43) COc1ccc(-c2cc(C(F)F)n3ncc(C(=O)N4CCCCC4)c3n2)cc1
44) Cc1cc(C)cc(C(=O)n2cnnc2N)c1
45) NS(=O)(=O)c1ccc(CCNC(=O)c2ccc(S(=O)(=O)N3CCCCC3)cc2)cc1
46) COc1cc2c(=O)n(Cc3ccccc3)c(=O)n(CC(=O)NCc3ccco3)c2cc1OC
47) CCOc1ccc(C2CC(c3ccc(OC)cc3)n3ncnc3N2)cc1 (centres undefined)
48) Cc1nn(Cc2ccccc2)c(=O)c2nn(-c3ccc(Cl)cc3)c(C)c12
49) O=C(c1ccccc1)N1CC(COc2ccccc2)OC(c2ccco2)O1 (centres undefined)
50) CCN(CC)c1nc(Oc2ccc(C(=O)OC)cc2)nc(N2CCOCC2)n1

screen / no.,41,42,43,44,45,46,47,48,49,50
Hsp70 act,-0.4,-0.1,-0.2,0.0,-0.5,-0.2,-0.4,-0.4,-0.1,-0.2
STAT3 blocker,-1,8,1,-1,-6,3,-4,18,-10,-5
Diaph inh CS,3,14,2,20,0,17,12,24,11,22
STAT1 inh,-3,4,7,1,5,2,-9,-4,-6,3
TLR4 MyD88 comp,11,-9,3,-4,3,7,0,7,2,4
STAT1 act,103,96,94,91,95,98,109,103,105,96
Diaph act CS,1,0.9,1,0.8,1,0.8,0.9,0.8,0.9,0.8
G6PDH counter,-5,-2,7,-5,1,-12,13,2,3,16
STAT3 act,104,95,101,104,104,100,103,88,111,106
APP transl inh,-10,-4,-4,1,.,18,-11,7,-1,-19

# One compound at a time, from the list above. Order of values: Hsp70 act, STAT3 blocker, Diaph inh CS, STAT1 inh, TLR4 MyD88 comp, STAT1 act, Diaph act CS, G6PDH counter, STAT3 act, APP transl inh
# CC(=O)Nc1ccc(Nc2nc3c(S(=O)(=O)c4ccc(C)c(C)c4)nnn3c3ccccc23)cc1 is listed with -0.1, 8, 14, 4, -9, 96, 0.9, -2, 95, -4
# NS(=O)(=O)c1ccc(CCNC(=O)c2ccc(S(=O)(=O)N3CCCCC3)cc2)cc1 is listed with -0.5, -6, 0, 5, 3, 95, 1, 1, 104, .

# Entries by screen from the entries so far:
# Compounds 42–48 in STAT1 act: 96, 94, 91, 95, 98, 109, 103
# Compounds 42–48 in Diaph act CS: 0.9, 1, 0.8, 1, 0.8, 0.9, 0.8
